Pf Dd2 inh = inhibitors of Plasmodium falciparum Dd2 growth. P. falciparum Dd2 growth, SYBR Green, 72 h. Potency, µM (highest dose often 28.9 µM), for the others: at the highest dose activity, negative = inhibition, usual class: inhibitors. 120,000 compounds, 4.3% hits. AID 1347417; active = well fitted inhibition curve with a large enough effect; inconclusive = small, poorly fitted or top-dose-only effect; inactive = no such curve, though single readings can be large or run the other way;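 note: plate controls were DMSO vehicle for no effect and reference drug for full effect; nearly all actives have a fitted effect of over 65% in size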
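Readout: SYBR Green fluorescence, 485 nm excitation, 535 nm emission, after ~16 h lysis at 37C. Before that, Dd2-infected red cells (2.5% hematocrit) grew 72 h with compound, 29 uM top final concentration.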
Active calls of the source: *; i = inactive; ? = inconclusive; [ ] = remark or other dose. Potency is the fitted concentration of half-maximal effect. The list is partial; the hit share may differ from the screen's.

SMILES,Pf Dd2 inh
COc1ccccc1-c1cc(C(=O)N(C)C)nc2c1cnn2C,10%
CCOc1ccccc1NS(=O)(=O)c1ccc(N2CCCCS2(=O)=O)cc1,i
Cc1cccc(-n2ccnc2SCC(=O)Nc2nc3ccccc3s2)c1,24%
Cc1ccc(-c2nnc(C3CN(C(=O)c4sc(C)nc4C)CC34CCOCC4)o2)cc1 (stereo not given),-26%
CCc1ccc(S(=O)(=O)c2cn(C)c3cc(F)c(F)cc3c2=O)cc1,-16%
Cc1cc2c(cc1S(=O)(=O)CCC(=O)N1CCN(c3ccccc3)CC1)OCC(=O)N2,3%
O=C(CCc1ccc2c(c1)CCO2)Nc1ccc2c(c1)C(=O)N1CCC[C@H]1C(=O)N2,-14%
CCn1cc(S(=O)(=O)N2CCCN(S(=O)(=O)c3ccccc3)CCC(=O)NCC2)cn1,-6%
CCc1ccc(NC(=O)c2cc(CN3CCOCC3)on2)cc1,-9%
Cc1nc(-c2ccccc2Br)cc([C@H]2CN3CC[C@H]2C[C@@H]3CNC(=O)c2ccc(C(C)(C)C)cc2)n1,3.2µM*
Cn1ccnc1CN1CCOc2cc([S+](=O)([O-])Nc3nncs3)ccc2C1,-8%[44.1 µM]
Cc1ccc(-c2ccc3nnc(CNC(=O)c4cnccn4)n3n2)cc1,1%
Cc1cc2c(cc1S(=O)(=O)N(CCN(C)C)Cc1ccco1)OCC(=O)N2,-21%
COc1ccc(C(=O)N2CCCn3nc(C)c(-c4ccnn4C(C)C)c32)cc1,-5%[44.1 µM]
COc1ccc(C(=O)NC2CCCN(c3cc(-c4ccc(Cl)cc4)[nH]n3)C2)cc1OC (stereo not given),?
CCS(=O)(=O)Nc1ccc(C(=O)N2CC[C@](C)(O)[C@@H](O)C2)cc1,-19%
Cc1ccc(Cn2c(C3CCN(C(=O)c4cccc(C(F)(F)F)c4)CC3)n[nH]c2=O)cc1,?
Cc1ccc(NC(=O)N2CCC(Oc3ncccc3C(=O)N3CCOCC3)C2)c(C)c1 (stereo not given),6%
COc1cc(C(=O)N2CCNC(=O)C2CC(=O)Nc2ccc(C)c(C)c2)cc(OC)c1OC (stereo not given),31%[activator]
COCCCNC(=O)CCCCn1c(=O)c2ccccc2n(CC(=O)Nc2ccc(C)cc2C)c1=O,22%
Cc1cccc(NC(=O)CSC2=Nc3ccccc3C3=NC(CCC(=O)NCc4ccco4)C(=O)N23)c1 (stereo not given),?
c1ccc(CN2CC(CNc3cccnc3)C3(C2)CN(c2ccccc2)C3)cc1 (stereo not given),?
O=C1CC(c2noc(-c3ccccc3)n2)CN1c1ccc(F)c(Cl)c1 (stereo not given),24%
N#Cc1ccccc1S(=O)(=O)N[C@H]1CO[C@H]2[C@@H]1OC[C@H]2OC(=O)Nc1ccc(Oc2ccccc2)cc1,i
Cc1ccc(C(=O)N2CCC3(CC2)CN(C2CCC2)CC3CO)s1 (stereo not given),?
CCNC(=O)CCc1c(C)nn(-c2ccc(F)cc2)c1Oc1ccccc1,-21%
CCOc1ccccc1NC(=O)Cn1c(=O)n(-c2ccc(C)cc2)c(=O)c2c1cnn2C,19%
CC(=O)N1CCc2nn(CC(=O)Nc3cccc(C)c3)c(=O)cc2C1,-19%
Cc1ccc(N2CC(c3noc(-c4cc(F)ccc4Cl)n3)CC2=O)cc1 (stereo not given),32%[activator]
Cc1ccc(C(=O)N2CCCCCCNC(=O)[C@@H]3C[C@@H](c4nc(Cc5ccccc5)no4)C[C@@H]32)cn1,i
Cc1ccc(-n2nc3c(N4CCCC(C(=O)NCc5ccc(Cl)cc5)C4)nnc(C)c3c2C)cc1 (stereo not given),-14%
COCC(=O)Nc1ccc(-c2c(CC(C)C)nn(-c3ccccc3)c2OC(C)=O)cc1,?
Cc1cc(=O)n(CC(=O)Nc2ccccc2C)c(-c2ccc(F)cc2)n1,?
CCCOc1ccc(C(=O)N(Cc2ccc(N(C)C)cc2)CC2CCCO2)cc1 (stereo not given),-23%
Cc1ccc(C)c(NC(=O)C2CCCN(S(=O)(=O)c3c(C)noc3/C=C/N(C)C)C2)c1 (stereo not given),i
Cc1nnnn1-c1ccc(C(=O)Nc2ccc3c(c2)C(=O)N2CCC[C@H]2C(=O)N3)cc1,0%
CCc1ccc(NC(=O)CSc2cn(CC(=O)N3CCCC3)c3ccccc23)cc1,-11%
Cc1ccc(CSCCNC(=O)CN(c2cccc(C)c2C)S(=O)(=O)c2ccccc2)cc1,?
O=C(C1CCOCC1)N1CCCC(CCc2ccccc2C(F)(F)F)C1 (stereo not given),-10%
Cc1ccc(C2Cn3cnc(C(=O)N4CCC(C(=O)NCCc5ccccc5)CC4)c3CO2)cc1 (stereo not given),-23%
COc1ccc(-c2cc(N3CCC(NC(=O)c4ccc(C)cc4C)C3)n[nH]2)cc1 (stereo not given),i
CC(NC1CCN(c2ccc(NC(=O)C3CCCC3)cc2)CC1)c1cccs1 (stereo not given),-20%
Cc1cc(C(=O)NC2CCN(C(=O)N3CC4CC(C3)[C@H]3CCCC(=O)N3C4)CC2)nn1C (stereo not given in full),10%
Cn1ccc(C(=O)N2CC3ON=C(C(=O)NCc4cccnc4)C3C2)n1 (stereo not given),5%
Cc1ccc(C(=O)N2CCC3(CC2)CC(c2ccccc2)C(=O)N3C)cc1 (stereo not given),-21%
CC(C)(C)c1ccc(C(=O)N2CC(=O)Nc3ccc(F)cc3C2c2ccc(F)cc2)cc1 (stereo not given),?
CCOc1ccccc1NC(=O)N1CCC(Cc2nc(-c3ccccc3)n[nH]2)C1 (stereo not given),i
COc1ccc(NC(=O)C2=C(C)Nc3ncnn3C2c2ccc[nH]2)cc1 (stereo not given),54%[activator]

Filtered by structure: those above containing a halogen
SMILES,Pf Dd2 inh
CCc1ccc(S(=O)(=O)c2cn(C)c3cc(F)c(F)cc3c2=O)cc1,-16%
Cc1nc(-c2ccccc2Br)cc([C@H]2CN3CC[C@H]2C[C@@H]3CNC(=O)c2ccc(C(C)(C)C)cc2)n1,3.2µM*
COc1ccc(C(=O)NC2CCCN(c3cc(-c4ccc(Cl)cc4)[nH]n3)C2)cc1OC (stereo not given),?
Cc1ccc(Cn2c(C3CCN(C(=O)c4cccc(C(F)(F)F)c4)CC3)n[nH]c2=O)cc1,?
O=C1CC(c2noc(-c3ccccc3)n2)CN1c1ccc(F)c(Cl)c1 (stereo not given),24%
CCNC(=O)CCc1c(C)nn(-c2ccc(F)cc2)c1Oc1ccccc1,-21%
Cc1ccc(N2CC(c3noc(-c4cc(F)ccc4Cl)n3)CC2=O)cc1 (stereo not given),32%[activator]
Cc1ccc(-n2nc3c(N4CCCC(C(=O)NCc5ccc(Cl)cc5)C4)nnc(C)c3c2C)cc1 (stereo not given),-14%
Cc1cc(=O)n(CC(=O)Nc2ccccc2C)c(-c2ccc(F)cc2)n1,?
O=C(C1CCOCC1)N1CCCC(CCc2ccccc2C(F)(F)F)C1 (stereo not given),-10%
CC(C)(C)c1ccc(C(=O)N2CC(=O)Nc3ccc(F)cc3C2c2ccc(F)cc2)cc1 (stereo not given),?

(list continues)
SMILES,Pf Dd2 inh
O=S(=O)(N[C@@H]1C[C@H](Cn2cc(-c3cccnc3)nn2)[C@@H](O)[C@H]1O)c1ccccc1,-15%
CNC(C)c1ccccc1F (stereo not given),60%[activator][44.1 µM]
Cc1ccccc1Cn1cc(-c2ccncc2)cc1C(=O)O,i
CC(C)NC(=O)N[C@H]1CCN2C(=O)c3cc(-c4ccccc4F)ccc3NC(=O)[C@@H]2C1,i
CCOC(=O)N1CCC(NC(=O)c2cnn(-c3ccc(F)cc3F)c2C2CCN(C(=O)OC(C)(C)C)CC2)CC1,3.5µM*
N#C/C(=C/c1cn(Cc2ccccc2Cl)c2ccccc12)C(=O)Nc1cccc(Cl)c1,i
COc1ccc(NC(=O)CSc2nc3ccncc3[nH]2)c(OC)c1,17%
COc1ccc(C2Cn3nnc(C(=O)NCc4ccc(F)cc4Cl)c3CO2)cc1 (stereo not given),?
O=C(C[C@H]1NC(=O)c2ccccc2NC1=O)Nc1ccc(F)c(F)c1F,-14%
COc1ccccc1N1CCN(C(=O)Cn2ncc3c([nH]c4ccccc43)c2=O)CC1,59%[activator]
COCCNC(=O)CCCN1C(=O)COc2ccc(C(=O)COc3ccccc3Cl)cc21,i
Cc1noc(-c2ccccc2OCC(=O)Nc2ccccc2[N+](=O)[O-])n1,16%
CN(C)c1ccc(CNC(=O)C2CCCN(S(=O)(=O)c3ccc4c(c3)CCCC(=O)N4)C2)cc1 (stereo not given),-5%
COCC(=O)N1CCC(Oc2ccccc2C(=O)N(C)Cc2ncccc2C)CC1,-3%
COc1ccc(CN2C(=O)O[C@@H]3CN(C(=O)NC(C)(C)C)C[C@@H]32)cc1OC,-5%
CCOC(=O)C1CCC(CN(Cc2ccc(Cl)cc2)S(=O)(=O)c2cc(Cl)cc(Cl)c2)CC1 (stereo not given),0%
Cc1ccc(CCNC(=O)CSCc2nc(-c3ccc(C)cc3)oc2C)cc1,-1%
O=S(=O)(NC[C@H]1COCc2nc3cccnc3n21)c1ccc(Cl)cc1,i
COc1ccc(OC)c(NC(=O)CSC2=Nc3ccccc3C3=NC(CCC(=O)NCc4ccccc4)C(=O)N23)c1 (stereo not given),13µM*
CCn1c(C(=O)N2CCC(C(=O)N3CCN(c4cccc(C)c4C)CC3)CC2)cc2sccc21,?
COCC(=O)NC1CCC12CCN(C(=O)NCc1ccccc1)CC2 (stereo not given),-12%
Cc1cccc(CN2C[C@@H]3C(=O)N(CCCN4CCCC4=O)C(=O)[C@@H]3C2)c1,143%[activator]
COc1ccc2[nH]c3c(c2c1)CCNC31CCN(C(=O)C2CCCO2)CC1 (stereo not given),1%
Cc1cccc(-c2nc(SCCCOc3cc(C)c(Cl)c(C)c3)n3[nH]c(=O)cc3n2)c1,18%
CCOc1ccc(C(=O)c2oc3ccccc3c2NC(=O)c2cc(-c3ccc(Cl)cc3)on2)cc1,-7%
O=[S+]([O-])(c1ccccc1)N1CCC2(CC(c3cccc(C(F)(F)F)c3)=NO2)C1 (stereo not given),-23%
OC[C@@H]1CNC[C@H]1C1CCN(C2CNC2)CC1,10%
NC(=O)Cn1ccc2cc(OCC3CCN(C(=O)COc4ccccc4)CC3)cnc21,-32%[44.1 µM]
CCOc1ccc(-c2nnc(SCC(=O)NC3CCCCC3)nc2-c2ccc(OCC)c(OC)c2)cc1OC,?
N#Cc1ccc(CN2CCC3(CC(c4cccc(C(F)(F)F)c4)=NO3)C2)cc1 (stereo not given),-18%
O=C(c1cccs1)N1CCN(Cc2cc(C3CC3)n[nH]2)CC(O)C1 (stereo not given),-2%
C[C@]1(O)CCN(Cc2ccc(-c3ccccc3C#N)o2)C[C@@H]1O,-6%
Cc1cc(C(=O)N2C[C@@H](CO)[C@H](c3ccccn3)C2)c(C)o1,-5%
Cc1ccc(NC(=O)c2ccc(CNS(=O)(=O)c3ccc4c(c3)C(C)(C)C(=O)N4C)cc2)cc1C,-18%
COc1ccc(C(=O)c2oc3ccccc3c2NC(=O)c2nc(SC)ncc2Cl)cc1Cl,19%
O=C(CSc1nnc(CNC(=O)c2ccccc2)n1-c1ccc(F)cc1)Nc1ccccc1F,-2%
CNC(=O)c1ccc2c(c1)OCCN(c1ccccc1)C2,i
CC(C)NC(=O)N1C[C@@H]2C[C@H](C1)c1c(-c3ccccc3F)ccc(=O)n1C2,6%[44.1 µM]
O=C(CN1CC2CC(C1)[C@H]1CCCC(=O)N1C2)NCCc1ccc(Cl)cc1 (stereo not given in full),-8%
O=C(NCc1cccs1)c1nc(-c2ccc(F)cc2)c2ccccn12,-22%
CC1(C(=O)N2CCC(c3ccccc3)CC2)COCc2cnc(Nc3ccccc3)nc21 (stereo not given),-3%[44.1 µM]
COc1ccccc1C(=O)NC1CCN(c2cc(-c3cccs3)[nH]n2)CC1,i
CCN1C(=O)c2ccccc2S(=O)(=O)c2ccc(C(=O)NCc3ccc(C)cc3)cc21,?
COc1ccc(C(=O)N2CCC(Oc3ccccc3)C2)cn1 (stereo not given),i
Cc1ccc(NC(=O)N[C@@H]2C=C(C(=O)N[C@@H](Cc3ccc(O)cc3)C(N)=O)C[C@@H](O)[C@@H]2O)cc1,-21%
CC(C)C(=O)N1Cc2ccccc2CC2(CCN(Cc3ccncc3)C2)C1 (stereo not given),?
COc1ccc2[nH]c(C(=O)N3CCC4(CC3)CC(O)CCO4)cc2c1 (stereo not given),11µM*
Cc1ccc(NC(=O)Cn2cc(S(=O)(=O)N3CCC(C)CC3)c3ccccc3c2=O)c(Br)c1,?
CC(=O)N1CCC2(C1)C(=O)N(CCc1ccccc1)c1ccccc12 (stereo not given),-22%
CC(=O)Nc1cccc(OCc2nnc(C(=O)N3CCC[C@@H]3C(c3ccccc3)c3ccccc3)n2-c2ccccc2)c1,?
CC(C)Oc1ccc(C(=O)NCC(c2ccc(N(C)C)cc2)N2CCCC2)cc1 (stereo not given),10µM*
COC(=O)COc1ccc(Oc2nc(NC(C)(C)C)nc(N(C)C)n2)nn1,-8%
Cc1ccc2nc(COc3cccc(NC(=O)c4cccc(Cl)c4)c3)cc(=O)n2c1,-17%
COc1ccccc1-c1ccc2c(n1)CN(Cc1ccccc1C)C(=O)CO2,-22%[44.1 µM]
CCN(C(=O)Cc1nc(-c2ccc(OC)cc2)no1)c1cccc(Cl)c1,-29%
CCn1ccc(C(=O)N2CC(Oc3ccc(-c4nc(-c5ccccc5)no4)cc3)C2)n1,?

Screens as filed in PubChem.
